MT1-MMP act inh: MT1-MMP (human) activation inhibition | P50281 | HT1080 RFP-PRO-GFP cells, GFP/RFP ratio fluorescence, overnight; percent of plate control window, DMSO zero | GFP/RFP ratio change, % at 20 µM | actives 0.061% (n = 360,000);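 active = GFP/RFP ratio change of at least 30% with cell ATP level not reduced by more than half and red fluorescence within 50% of control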; also: strong numbers were not always called active
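Assay system: HT1080 RFP-PRO-GFP cells | Dosing: 20 µM single dose, 1% DMSO | Incubation: Cells overnight before dosing, compound overnight, 37 °C, 5% CO2 | Evaluation: GFP/RFP fluorescence ratio | Control set: DMSO-only wells and HT1080 RFP-L50D-GFP cell wells as references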
Rin1 Abl inh: blocks binding of human Rin1 to Abl; P00519+Q13671; TR-FRET Rin1/Abl binding, biochemical; actives 0.4% (n = 360,000); inhibition, % at 7.35 µM; in the data active = inhibition above about 5%, passing the limit was not always enough
SKN-1 inh: blocks SKN-1 activity in C. elegans; C. elegans VP596 Pgst-4::GFP/RFP ratio, acrylamide-induced, 24 h; inhibition, % at 21.8 µM; actives 0.49% (n = 360,000);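 active = interference check ratio from 0.5 to 1.5 plus GFP to RFP signal ratio inhibition reaching or exceeding a fixed threshold, cut at about 30% in these data, passing the limit was not always enough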; also: some compounds called inactive have numbers as strong as hits
Neddylation inh: blocks human cullin neddylation; P61081+Q13564; TR-FRET cullin neddylation, biochemical; calls only at 25 µM; actives 0.58% (n = 360,000); AID 651699; in the data active = inhibition above about 36%
Rpn11 inh: inhibitors of human proteasome Rpn11. human 26S proteasome, Ub4-pepOG fluorescence polarization; 20S core pre-blocked with epoxomicin. calls only at 20 µM. actives 0.59% (n = 360,000). AID 588493;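 active = inhibition at 20 µM, scaled to each plate's controls, above about 33%, limit read from the data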
Target sequence (O00487 whole entry, looked up): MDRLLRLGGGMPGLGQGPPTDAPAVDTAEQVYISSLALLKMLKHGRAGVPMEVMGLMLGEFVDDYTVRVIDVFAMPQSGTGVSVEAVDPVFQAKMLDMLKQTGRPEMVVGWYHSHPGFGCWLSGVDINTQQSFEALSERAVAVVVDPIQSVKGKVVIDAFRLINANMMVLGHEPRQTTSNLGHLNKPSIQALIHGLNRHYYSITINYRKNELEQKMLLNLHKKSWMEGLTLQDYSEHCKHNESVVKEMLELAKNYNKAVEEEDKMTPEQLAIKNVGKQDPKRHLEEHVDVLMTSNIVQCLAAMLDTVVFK
PABP1 MLLE inh: inhibitors of microRNA-mediated deadenylation, human PABP1 MLLE binding; GST-MLLE / FITC-PAM2 fluorescence polarization; P11940; inhibition, % at 20 µM; actives 0.36% (n = 360,000); in the data active = inhibition above about 35%, passing the limit was not always enough;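 also: plate controls were DMSO wells with GST-MLLE for no effect and wells lacking GST-MLLE protein for full effect; some results filed as inactive read as strong as hits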
Target sequence (P11940 whole entry, looked up): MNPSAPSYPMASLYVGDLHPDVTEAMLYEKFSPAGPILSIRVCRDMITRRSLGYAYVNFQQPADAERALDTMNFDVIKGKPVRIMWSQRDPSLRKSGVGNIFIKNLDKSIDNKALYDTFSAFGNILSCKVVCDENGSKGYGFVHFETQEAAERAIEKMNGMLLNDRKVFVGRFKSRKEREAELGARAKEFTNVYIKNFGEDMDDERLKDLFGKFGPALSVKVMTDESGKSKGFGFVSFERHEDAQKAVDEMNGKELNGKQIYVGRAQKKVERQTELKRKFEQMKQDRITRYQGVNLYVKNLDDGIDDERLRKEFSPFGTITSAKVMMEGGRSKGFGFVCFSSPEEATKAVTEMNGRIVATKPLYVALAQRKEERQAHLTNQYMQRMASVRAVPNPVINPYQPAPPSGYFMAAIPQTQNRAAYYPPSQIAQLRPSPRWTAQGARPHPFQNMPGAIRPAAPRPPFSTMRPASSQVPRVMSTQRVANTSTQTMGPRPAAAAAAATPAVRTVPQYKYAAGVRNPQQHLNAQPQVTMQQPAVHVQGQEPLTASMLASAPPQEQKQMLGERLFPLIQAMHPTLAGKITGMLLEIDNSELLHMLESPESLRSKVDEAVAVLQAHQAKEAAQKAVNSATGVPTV
CSN inh: CSN deneddylation inhibition. Q92905. Purified CSN, SCF-Nedd8-OG deneddylation, fluorescence polarization. inhibition, % at 12.5 µM. actives 0.38% (n = 360,000). AID 651999;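 active = pattern-corrected inhibition above about 35%, with an unprinted fluorescence ratio check between 0.5 and 1.5, limit read from the data, passing the limit was not always enough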;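 also: 0% = enzyme with substrate and 100% = substrate without enzyme; some results filed as inactive read as strong as hits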
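Material: purified human Csn5 enzyme expressed in HEK293T cells / Medium: Tris buffer pH 7.5, NaCl, DTT, Tween-20, trehalose, ovalbumin / Compound dosing: 12.5 µM single point / Schedule: 90 min incubation of compound, enzyme and substrate at room temperature / Signal: fluorescence polarization of the substrate / Control set: no-enzyme wells high, enzyme-with-substrate wells low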
FAS-TE inh: inhibitors of human fatty acid synthase thioesterase domain | P49327 | actives 0.67% (n = 360,000) | AID 602261 | recombinant FAS-TE, OMFH fluorogenic substrate, fluorescence endpoint | inhibition, % at 15 µM;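 active = compounds whose normalised, plate-corrected inhibition of enzyme fluorescence in the single-dose primary screen is 50% or more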;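 also: 0% = DMSO with enzyme and 100% = substrate without enzyme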
NadD inh: NadD (S. aureus) enzyme inhibition. purified NadD enzyme, colorimetric absorbance read-out. inhibition, % at 20 µM. actives 0.78% (n = 360,000); in the data active = inhibition above about 26%; also: some compounds past the cut are filed as inactive
Numbers without * were called inactive; i = inactive; x = not tested or not shown; + = active, no number.

SMILES	MT1-MMP act inh	Rin1 Abl inh	SKN-1 inh	Neddylation inh	Rpn11 inh	PABP1 MLLE inh	CSN inh	FAS-TE inh	NadD inh
O=C(N/N=C/c1ccc(OCC(=O)N2CCCCC2)cc1)c1ccccc1O	0	0	15	i	i	2	-13	-8	-3
COc1ccc(C(=O)Nc2ccccc2N2CCN(C(=O)C(C)C)CC2)cc1Cl	0	-6	-10	i	i	-4	6	6	2
O=C(c1ccccc1Br)N1CCN(c2ncccn2)CC1	0	0	28	i	i	-7	5	-3	-1
O=C(c1ccc2c(c1)OCO2)N1CCCc2ccccc21	1	-4	8	i	i	-2	4	-3	2
CC(=O)Oc1c(C)c(OC(C)=O)c2c(c1C(C)=O)OC1CC(=O)C(C(C)=O)=C(O)C21C (stereo unspecified)	-2	1	9	i	i	-11	3	-6	-1
COC(C(=O)Nc1ccc(S(=O)(=O)Nc2cccc3ccccc23)cc1)c1ccccc1 (stereo unspecified)	2	-3	1	i	i	14	-2	43	-6
COc1cccc(CC(=O)NC2CCSc3ccccc32)c1 (stereo unspecified)	x	2	6	i	i	7	1	5	-8
O=C(NCc1ccccc1)C1C(c2ccc3c(c2)OCO3)=Nc2ccccc2N1C(=O)c1cccc(C(F)(F)F)c1 (stereo unspecified)	-16	x	10	i	x	x	3	x	x
CC(OC(=O)c1ccco1)C(=O)NC1CCCCC1 (stereo unspecified)	-1	0	-4	i	i	8	5	-7	-6
CCN1C(=O)C(NC(C)=O)c2cc(Br)ccc21 (stereo unspecified)	-1	1	21	i	i	-2	-3	-6	1
COc1ccc(CNC(=O)Cn2ccc([N+](=O)[O-])n2)cc1OC	0	-2	-3	i	i	6	-2	-5	1
COc1cc(-c2cc(=O)c3ccc(O)cc3o2)cc(OC)c1OC	6	-3	6	x	i	45*	-8	2	0
Cc1cc(C(=O)N2CCCC(N3CCN(c4ccccc4C)CC3)C2)no1 (stereo unspecified)	-3	4	-10	i	i	7	-2	-3	-2
COc1ccc(NC(=O)Nc2cccc3c2O[C@H](CN(C)C(=O)Nc2ccc4c(c2)OCO4)[C@@H](C)CN([C@H](C)CO)C3=O)cc1	5	2	-3	i	i	-6	-5	40	3
CCOc1ccc(N2CC(C(=O)NCc3ccc4c(c3)OCO4)CC2=O)cc1 (stereo unspecified)	1	2	-12	i	i	-97	4	-12	-6
COC(=O)c1c(C)[nH]c(C)c1-c1ccc(C)cc1	-1	-5	0	i	i	7	-6	-4	-11
CCNC(=O)C1(C)CCN(C(=O)c2ccc3c(c2)OCO3)C1 (stereo unspecified)	4	-3	-2	i	i	12	-4	-8	-4
O=C(Nc1ccc(Oc2ccccc2)nc1)C1CCCCN1Cc1cccc(O)c1 (stereo unspecified)	4	1	17	i	i	6	2	1	-3
Cc1ccc(NC(=O)CCN2CCN(C/C=C/c3ccccc3)CC2)cc1C	-2	-1	7	i	i	-7	1	-5	-2
COc1ccc(OC)c(S(=O)(=O)NC(=O)C2(C)CCN2C(=O)C2(c3ccc(Cl)cc3)CC2)c1 (stereo unspecified)	-4	0	-4	i	i	-16	-2	-4	5
O=C(CN1CCN(C/C=C/c2ccccc2)CC1)NCc1ccccc1	4	3	-12	i	i	2	-2	-2	-2
COc1ccc(N(C)S(=O)(=O)c2cccc(C(=O)NC3=NCCS3)c2)cc1	7	0	-11	i	i	-1	-5	-3	4
COc1ccc(S(=O)(=O)N2CCOCC2)cc1NC(=O)COc1cccnc1[N+](=O)[O-]	-1	3	0	i	i	11	-10	-4	-2
CC(C)c1cn(CC[C@@H]2CC[C@H](NS(=O)(=O)c3ccc(F)cc3)[C@@H](CO)O2)nn1	1	x	-9	i	x	x	-7	x	x
CCOc1ccccc1CN1CCNC(=O)C1CC(=O)N(C)CCc1ccccn1 (stereo unspecified)	-4	4	14	i	i	-5	1	-1	-2
O=[N+]([O-])c1ccccc1N/N=C\c1ccccc1Cl	5	-4	11	i	i	5	2	-4	-3
O=C(c1ccc([N+](=O)[O-])cc1)N1CCN(C2=NS(=O)(=O)c3ccccc32)CC1	-5	-1	-5	i	i	-4	0	-3	-3
Cc1ccccc1Nc1nnc(SCC(=O)c2c(N)n(C)c(=O)n(C)c2=O)s1	2	-2	-5	i	i	14	-6	6	3
Cc1c(Cl)c([N+](=O)[O-])nn1CC(=O)NCC1CCCO1 (stereo unspecified)	1	1	-9	i	i	4	0	-3	-3
COc1ccc(OC)c2[nH]c(=O)c(CCNC(=O)Cc3cccs3)cc12	1	3	1	i	i	-4	1	-6	-4
CC(=O)c1sc(NC(=O)C(C)C)nc1C	5	-12	-9	i	i	-4	-2	-11	0
COCCn1c(Cc2ccccc2)nnc1SC(C)C(=O)NC1CC1 (stereo unspecified)	4	7	-3	i	i	2	-2	-5	-7
COc1cc2nc(SCc3ccc(C(F)(F)F)cc3)n(Cc3cccs3)c(=N)c2cc1OC	2	0	15	i	i	-4	-4	16	8
CCc1ccc(OCC(=O)N(CC)CC)cc1	2	-3	9	i	i	2	-7	-2	5
COc1cc(C2=NOC(C(=O)Nc3c(C)n(C)n(-c4ccccc4)c3=O)C2)cc(OC)c1OC (stereo unspecified)	4	0	0	i	i	9	-5	-7	-4
Oc1cc(OCc2ccccc2)ccc1-c1[nH]ncc1-c1ccccc1	-1	-4	-9	i	i	-9	-1	-36	2
O=S(=O)(c1ccc(Br)cc1)c1nc(-c2ccco2)oc1NCCCn1ccnc1	-1	-1	-7	i	i	-5	-1	-2	10
N#Cc1ccc(OCC(=O)N(C2CCCCC2)C2CCS(=O)(=O)C2)cc1 (stereo unspecified)	-3	0	8	i	i	3	-4	-4	0
COc1ccc(OC)c(NS(=O)(=O)c2cc3c4c(c2)CCN4C(=O)CC3)c1	0	-8	-4	i	i	-4	0	-28	-4
CCNC(=O)C1CCCc2c1[nH]c1ccc(Cl)cc21 (stereo unspecified)	1	2	16	i	i	1	-9	1	-9

Next part, overlapping the part above by two compounds.
SMILES	MT1-MMP act inh	Rin1 Abl inh	SKN-1 inh	Neddylation inh	Rpn11 inh	PABP1 MLLE inh	CSN inh	FAS-TE inh	NadD inh
COc1ccc(OC)c(NS(=O)(=O)c2cc3c4c(c2)CCN4C(=O)CC3)c1	0	-8	-4	i	i	-4	0	-28	-4
CCNC(=O)C1CCCc2c1[nH]c1ccc(Cl)cc21 (stereo unspecified)	1	2	16	i	i	1	-9	1	-9
O=C(OCC(=O)c1ccc(Cl)cc1Cl)c1ccc2c(c1)C(=O)N(c1cccc3ncccc13)C2=O	-3	0	17	i	i	1	3	21	43*
CCCS(=O)(=O)N1CCC(C(=O)NC2CCCC(C)C2C)CC1 (stereo unspecified)	-3	3	4	i	i	12	4	-6	0
CC(C)CSC1=NSC2=NC(=O)/C(=C\c3ccccc3)C(=N)N12	-21	2	-2	i	i	6	-6	4	-6
Cc1nc2ccccc2nc1OCc1ccccc1	-2	-4	47*	i	i	3	-8	12	-3
O=C(Nc1cccc(C(=O)N2CCOCC2)c1)c1ccccc1Br	-2	0	8	i	i	4	3	-1	-3
Cc1[nH][nH]c(=O)c1C(c1ccc(N(C)C)c(Br)c1)c1c(C)[nH][nH]c1=O	4	4	-5	i	i	-8	5	-7	1
Cc1cc(C)nc(N(C#N)Cc2ccccc2)n1	8	7.2*	-17	i	i	-4	-4	-12	1
O=C(O)CCNC1CCCCC1	-3	4	-6	i	i	3	3	-7	-3
CC(NC(=O)Cn1nc(C(=O)O)c2ccccc2c1=O)C12CC3CC(CC(C3)C1)C2 (stereo unspecified)	0	3	7	i	i	-4	7	13	-2
Cc1c(O)ccc2c(O)c(NC(=O)c3ccc4c(c3)CCC(C)(C)O4)c(=O)oc12	0	1	-21	i	i	-4	4	-8	-5
C=CCNC(=S)NS(=O)(=O)c1cccs1	0	-1	-1	i	i	44*	1	-3	3
COc1ccc(NC(=O)C2CCCN(S(=O)(=O)c3ccc4c(c3)CCCN4C(C)=O)C2)cc1 (stereo unspecified)	6	2	-4	i	i	5	0	-4	-5
Cc1cc(NC(=O)CCC(=O)N(CC(=O)NCC2CCCO2)c2ccc(C(C)C)cc2)no1 (stereo unspecified)	2	0	21	i	i	9	2	0	5
CCOc1ccccc1N(CC(=O)O)S(=O)(=O)c1ccccc1	-3	1	-11	i	i	11	3	-10	-5
Cc1cc(=O)n2nc(N3CCCC(C(=O)NCc4ccccc4)C3)sc2n1 (stereo unspecified)	1	-1	5	i	i	-2	-7	-5	-6
O=C1c2ccccc2C(=O)C1c1ccc2ccccc2n1	-9	-2	8	i	i	-8	11	-3	-1
CC(C)n1c(SCc2cc(=O)[nH]c3ccccc23)nc2c1c(=O)n(C)c(=O)n2C	-9	0	10	i	i	-6	-3	-4	-2
CC(=O)Oc1ccc2cc(-c3cccnc3)c(=O)oc2c1	-8	-2	-3	i	i	16	4	-6	-2
O=C1CC(N2CCC(c3nc4ccccc4o3)CC2)C(=O)N1c1cc(Cl)cc(Cl)c1 (stereo unspecified)	8	-3	22	i	i	-7	-1	14	0
COc1ccc(-c2cnc3c(NC(C)=O)cc(-c4cc(F)ccc4OC)cn23)cc1OC	-9	0	11	+	i	-82	2	-3	5
Cc1ccccc1OCC(=O)Nc1cccc2nsnc12	-1	-3	-26	i	i	-14	2	8	-3
CCOc1ccc(CCNC(=O)C2CC(=O)N(Cc3ccc(C)cc3)C2)cc1OCC (stereo unspecified)	-2	2	-5	i	i	13	-2	-7	-2
COc1ccc(C(=O)CSc2nncn2C)cc1	-3	1	5	i	i	10	0	-8	-5
COc1ccc(OC)c(C2=NOC(C(=O)Nc3ccccc3SC)C2)c1 (stereo unspecified)	-5	-3	18	i	i	14	-2	10	-1
CC(C(=O)NC1=NCCS1)N1C(=O)c2ccccc2C1=O (stereo unspecified)	2	-5	1	i	i	1	5	30	-9
O=C(Oc1ccc(N(Cc2cccs2)C2=NS(=O)(=O)c3ccccc32)cc1)c1ccco1	0	0	23	i	i	3	4	40	-5
CCCn1c(N2CCN(Cc3cccc(C)c3)CC2)nc2c1c(=O)[nH]c(=O)n2C	-2	2	-1	i	i	-3	-3	-1	5
O=C(Nc1nccs1)c1ccc(F)c(S(=O)(=O)N2CCOCC2)c1	2	0	13	i	i	0	-1	-4	-5
CCCCN(C(=O)c1cccc(-n2cccc2)c1)c1c(N)n(CCC)c(=O)[nH]c1=O	-2	3	4	i	i	-11	29	-2	-1
Cc1nn(CCC#N)c2[nH]c(=O)cc(C(F)(F)F)c12	1	3	-6	i	i	4	0	-5	-7
CCN1CCN(c2ccc(S(=O)(=O)N3CCOCC3)cc2NC(=O)c2cc(Cl)nc3ccccc23)CC1	2	0	4	i	i	-3	5	0	-4
CCCOC(=O)C1[C@H]2C(=O)N(C(C)c3ccc(OC)cc3)C[C@]23C=C[C@H]1O3 (stereo partly specified)	1	0	4	i	i	10	-3	-7	10

Full records, quoted from the list:
Profile of Oc1cc(OCc2ccccc2)ccc1-c1[nH]ncc1-c1ccccc1 → MT1-MMP act inh: -1; Rin1 Abl inh: -4; SKN-1 inh: -9; Neddylation inh: i; Rpn11 inh: i; PABP1 MLLE inh: -9; CSN inh: -1; FAS-TE inh: -36; NadD inh: 2
Profile of Cc1nc2ccccc2nc1OCc1ccccc1 → MT1-MMP act inh: -2; Rin1 Abl inh: -4; SKN-1 inh: 47*; Neddylation inh: i; Rpn11 inh: i; PABP1 MLLE inh: 3; CSN inh: -8; FAS-TE inh: 12; NadD inh: -3

Screening results as filed in PubChem BioAssay.
